Smad3 FoxH1 inh: Smad3 (human) transcription factor binding inhibition | P84022 | TR-FRET Smad3/Dy647-FoxH1 peptide binding, europium anti-His | inhibition, % at 25 µM | 88,000 tested, 0.29% active | AID 630;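 active = compounds that reduce the energy-transfer binding signal between the protein and its labelled peptide by more than half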;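 note: 0% = Smad3 plus labelled peptide maximal FRET and 100% = peptide-only background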
Target sequence (P84022 whole entry, looked up): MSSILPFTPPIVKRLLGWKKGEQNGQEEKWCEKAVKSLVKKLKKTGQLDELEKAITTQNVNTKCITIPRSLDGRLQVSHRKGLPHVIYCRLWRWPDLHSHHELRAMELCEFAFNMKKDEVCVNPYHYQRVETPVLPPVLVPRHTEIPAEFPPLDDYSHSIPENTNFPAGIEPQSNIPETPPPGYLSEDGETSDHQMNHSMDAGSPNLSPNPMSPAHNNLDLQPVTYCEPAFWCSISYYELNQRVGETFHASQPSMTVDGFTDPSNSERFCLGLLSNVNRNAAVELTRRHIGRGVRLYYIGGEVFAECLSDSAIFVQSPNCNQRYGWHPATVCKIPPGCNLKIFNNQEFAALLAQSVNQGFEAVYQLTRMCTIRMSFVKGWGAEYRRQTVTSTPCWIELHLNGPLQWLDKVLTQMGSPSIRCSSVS
Candida biofilm: kills Candida albicans biofilms | C. albicans biofilm + clotrimazole, Alamar Blue | 85,000 tested, 0.14% active | AID 834 | inhibition, % at 6 µM;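 active = inhibition above 20%; inactive = inhibition below 20%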;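 note: preformed 24 hr biofilms exposed to compound for 48 hr; 0% = biofilm without compound and 100% = blank killed by clotrimazole plus chlorhexidine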
cytoskel mod: cytoskeleton assembly modification. AID 836. inhibition, % at 2 µM. HUVEC TNFa F-actin phalloidin imaging, high content. 91,000 tested, 0.18% active;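 active = inhibition above the batch mean plus 3 SD and confirmed as a hit by visual image inspection, cut at about 30% in these data, passing the limit was not always enough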; note: strong numbers were not always called active
MT1-MMP txn act: MT1-MMP promoter transcription activation; 86,000 tested, 0.16% active; activation factor at 10 µM; HT1080 MT1-MMP promoter luciferase reporter, luminescence, overnight; active compounds read high; AID 750;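 active = activation factor of at least 2 for MT1-MMP transcription at 10 µM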
VCAM1 TNFa inh: reduces TNF alpha induced VCAM1 expression in HUVEC; HUVEC TNFa-induced VCAM-1 immunofluorescence, high-content imaging; AID 802; inhibition, % at 2 µM; 95,000 tested, 0.48% active;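 active = inhibition above the batch mean plus 3 SD, with images confirmed as a hit by eye, cut at about 37% in these data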;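 note: 0% = TNF-stimulated DMSO wells and 100% = unstimulated control wells; not every result past the cut was called active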
IL1B cytotox: toxic to HUVEC cells under IL-1B stimulation; HUVEC cell count loss, Hoechst imaging, IL-1B stimulated; cell count reduction, % at 2 µM; 94,000 tested, 0.41% active; AID 845;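 active = cell count reduction more than 3 SD above the screen-wide mean, cut at about 70% in these data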;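 note: normalized per plate to untreated control cells as the no-loss baseline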
LYP inh 2: inhibitors of human LYP (PTPN22) phosphatase | Q9Y2R2 | recombinant LYP catalytic domain, DiFMUP fluorescence | inhibition, % at 2 µM | 96,000 tested, 0.21% active | AID 640;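 active = inhibition at 2 µM at or above a set limit, the screen mean plus 3 SD, cut at about 24% in these data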;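 note: 0% = DMSO with enzyme and 100% = enzyme fully blocked by orthovanadate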
TNFa cytotox: toxic to HUVEC cells under TNF alpha stimulation; cell count reduction, % at 2 µM; 93,000 tested, 0.17% active; HUVEC TNFalpha-stimulated, Hoechst cell count, imaging; AID 848;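 active = cell count reduction exceeding the screen mean by over 5 SD, scaled to untreated wells per plate, cut at about 78% in these data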;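 note: cells counted after 24 h of TNF alpha exposure following the 1 h pretreatment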
DAT uptake mod: modulates human dopamine transporter uptake under cocaine. Q01959. LLC-PK1 hDAT cells, [14C]-dopamine uptake with cocaine IC80; actives deviate in either direction. B-score at 10 µM. 110,000 tested, 1.3% active. AID 449768;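 active = Z score or B-score, a plate-position-corrected score, falls beyond the plate's 99.7% confidence bounds, in either direction; inactive = both scores lie inside the 99.7% bounds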;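 note: scored against the spread of the other compound wells on the same plate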
Target sequence (Q01959 whole entry, looked up): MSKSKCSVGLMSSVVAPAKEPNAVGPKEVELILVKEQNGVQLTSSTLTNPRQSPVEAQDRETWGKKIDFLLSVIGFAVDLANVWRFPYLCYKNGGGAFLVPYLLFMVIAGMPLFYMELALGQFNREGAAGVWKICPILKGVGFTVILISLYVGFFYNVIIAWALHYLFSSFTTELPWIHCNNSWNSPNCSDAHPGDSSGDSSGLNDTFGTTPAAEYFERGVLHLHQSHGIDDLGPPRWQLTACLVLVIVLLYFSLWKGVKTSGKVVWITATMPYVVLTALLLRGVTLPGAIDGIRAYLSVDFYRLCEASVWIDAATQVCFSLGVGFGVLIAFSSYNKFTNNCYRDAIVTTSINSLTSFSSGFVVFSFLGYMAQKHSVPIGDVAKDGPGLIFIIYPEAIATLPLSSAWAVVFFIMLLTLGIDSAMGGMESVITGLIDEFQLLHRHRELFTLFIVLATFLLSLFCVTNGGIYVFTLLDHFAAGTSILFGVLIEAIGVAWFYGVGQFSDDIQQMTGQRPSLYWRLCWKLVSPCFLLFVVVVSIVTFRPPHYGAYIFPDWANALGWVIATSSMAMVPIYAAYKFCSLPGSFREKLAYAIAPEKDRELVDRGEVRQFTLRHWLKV
Starred values were filed as active, the others as inactive; · = no result given. Only part of the results is shown; count on the stated rates, not on these rows.

SMILES	Smad3 FoxH1 inh	Candida biofilm	cytoskel mod	MT1-MMP txn act	VCAM1 TNFa inh	IL1B cytotox	LYP inh 2	TNFa cytotox	DAT uptake mod
Cc1[nH]nc2c1-c1nc3ccccc3nc1C(C)(C)C2	2	9	·	1.1	·	·	·	·	2.3
COc1cc(C2C3C(=O)N(Cc4ccccc4)C(=O)C3ON2c2ccccc2)cc(OC)c1OC (stereo unspecified)	-2	3	2	1.2	-3	11	-12	-5	0.36
CCn1c(SCC(=O)Nc2ccc(OC)cc2)nnc1-c1ccco1	-4	2	-15	1.1	-8	-11	-10	-1	0.028
CCCn1c(C)cc(=O)c2cc(NC(=O)c3ccccn3)ccc21	9	6	-19	1.4	7	-26	4	-10	0.74
CCOC(=O)/C(C#N)=C1/C=CN(c2ccccc2)C=N1	10	6	·	1.2	·	·	·	·	0.44
CCOc1ccc(Oc2nc(NCC(C)C)nc(OC)n2)nn1	2	-1	·	1.1	·	·	·	·	-0.083
Nc1cc(N)nc(SCC(=O)c2ccccc2)n1	8	10	16	1.2	-5	-6	-40	-3	-0.052
CCOC(=O)C(NC(C)=O)(Nc1ccc(S(=O)(=O)Nc2nccs2)cc1)C(F)(F)F (stereo unspecified)	-1	8	-7	1.1	13	8	-41	-18	1.4
CCCCc1ccc(-c2csc(/C(C#N)=C\c3ccc(C)o3)n2)cc1	·	·	-28	·	0	1	13	0	-0.29
CCSc1nnc(Cn2c(=O)sc3ccccc32)n1-c1ccccc1C	7	15	·	1	·	·	·	·	-1.1
CNC(=O)COc1ncnc2sc(C)c(C)c12	-12	6	-19	1.1	15	-1	-1	12	-0.7
CCCN(CCC)C(=O)c1ccccc1C(=O)N(CCC)CCC	-13	7	-1	1.3	-2	-32	-4	-8	-0.11
Cc1ccc(OCCNC(=O)C2CC(=O)N(c3ccc(C)cc3)C2)cc1 (stereo unspecified)	1	1	6	1.1	-1	-7	7	-15	0.3
CC(C)Nc1nc(NC(C)C)nc(Oc2ccc(OCc3ccccc3)nn2)n1	0	4	2	1.3	-8	-5	-4	-6	0.52
COc1ccc(NS(=O)(=O)c2cccc(C(=O)N/N=C(\C)c3ccc(-n4ccnc4)cc3)c2)cc1	·	·	10	·	14	6	6	1	-0.54
CCOc1nc(C)ccc1-c1noc(-c2ccncc2)n1	1	9	-23	1.3	-4	-10	-18	-14	2
COC(=O)CSc1nnc(CCc2nc3ccccc3[nH]2)n1C	8	8	-4	1	0	22	-1	-21	0.47
O=C(C1CCC(N2C(=O)C3CC=CCC3C2=O)CC1)N1CCCCC1 (stereo unspecified)	-2	6	11	1	11	-13	17	4	-0.4
Cc1ccc(/C=N/n2cnc3sc4c(c3c2=O)CCCC4)o1	16	8	-16	1.2	10	·	-1	-5	1.7
CC1(C)OC(=O)N(Cc2ccco2)C1(C)O (stereo unspecified)	5	3	·	1.2	-4	-54	-17	-32	-0.71
O=C(Cc1ccc(S(=O)(=O)N2CCOCC2)s1)NCCC(c1ccccc1)c1ccccc1	·	·	5	·	-29	2	-1	-20	1.4
COc1cc(/C=N/Nc2nc(N3CCCC3)nc(N3CCCC3)n2)ccc1O	-11	9	2	1.1	12	-4	-2	-19	1.5
CC1(C)Cc2c(sc3[nH]c(=S)n(Cc4ccccc4)c(=O)c23)CO1	7	4	-12	·	25	1	3	1	1.5
O=C(NNS(=O)(=O)c1ccc(Cl)cc1)c1sccc1-n1cccc1	·	·	30	·	-11	-33	-1	13	-1
Cc1ccn(-c2ccc([N+](=O)[O-])cc2)n1	·	·	28	·	5	-11	11	-18	-0.99
(further entries)
SMILES	Smad3 FoxH1 inh	Candida biofilm	cytoskel mod	MT1-MMP txn act	VCAM1 TNFa inh	IL1B cytotox	LYP inh 2	TNFa cytotox	DAT uptake mod
COc1ccc(/C(O)=C2/C(=O)C(=O)N(c3nc(C)c(C)s3)C2c2ccco2)cc1 (stereo unspecified)	5	7	6	1.2	6	-49	-6	-1	1.1
Cc1ccc(C(=O)NC(=S)Nc2ccccc2C(F)(F)F)cc1	·	·	4	·	-26	8	11	·	-0.14
O=C(O)C1C2C=CC(O2)C1C(=O)NCCCn1ccnc1 (stereo unspecified)	-2	1	-6	1.1	5	1	7	-28	-1.1
CCOc1ccc2oc(=O)cc(C)c2c1	1	2	·	1.2	-4	-5	-5	-41	-0.063
CCOC(=O)CSc1nnc(-c2cccc(Br)c2)o1	-2	8	19	1.2	26	8	4	5	-0.69
Cc1ccc2cc(C(c3nnnn3Cc3ccccc3)N3CCN(c4ccccc4)CC3)c(=O)[nH]c2c1 (stereo unspecified)	5	2	-32	1.1	15	-2	-1	3	0.6
Cc1cc(C)nc(NCCCc2ccccc2)n1	1	5	2	1.1	15	-16	-3	-5	0.061
CCOC(=O)c1c(C)[nH]c(O)c1C=Nc1ccccc1	·	·	-17	·	9	-27	-2	-21	1.4
COC(=O)c1cc(NC(=O)Nc2cc(OC)ccc2OC)cc(C(=O)OC)c1	-7	4	-18	1.1	23	-18	8	5	-1.2
COc1cccc(N2CC(O)=C(c3nc4ccccc4c(=O)[nH]3)C2=N)c1	3	6	-7	0.9	10	-179	5	18	0.26
Cc1ccc(Cl)cc1NC1=NC(=S)N(C(C)C)C12CCCCC2	-2	8	-15	1	8	-9	-2	12	0.024
COc1cc2c(cc1OC)CN(C(=S)Nc1ccccc1)CC2	·	·	13	·	-12	4	-9	-11	0.36
COc1cc(C(=O)N2CC(C)OC(C)C2)c([N+](=O)[O-])cc1OC (stereo unspecified)	·	·	-17	·	-26	-40	2	6	0.72
Cc1ccc(NS(=O)(=O)c2cccc(C(=O)N3CCOCC3)c2)cc1	-4	7	-15	1	-10	-10	-4	-26	-0.6
Cc1cc2c(n1-c1ccc(C(N)=O)cc1)CC(C)(C)CC2=O	10	8	7	1.1	34	-4	7	5	0.76
Cc1ncsc1C(=O)Nc1nc2c(s1)CCCC2	11	4	-12	1.4	17	-25	3	-22	0.62
Cc1ccccc1OC1C(=O)N(Cc2ccc3c(c2)OCO3)C1c1sccc1C (stereo unspecified)	·	·	-18	·	-37	-13	5	·	0.31
CC(C)C1=C2CCCCC2NC(=O)N1 (stereo unspecified)	12	3	-9	1.1	14	-6	-2	-12	0.0068
CS(=O)(=O)N1CCN(C(=O)c2cc3ccccc3oc2=O)CC1	6	4	·	1.2	·	·	·	·	0.01
CN(C)C(CNC(=O)Nc1cccc(Cl)c1)c1cccnc1 (stereo unspecified)	-3	12	14	1.1	-18	13	5	-7	-0.12
CCOc1ccccc1NC(=O)C1CCC(CNc2c(N3CCOCC3)c(=O)c2=O)CC1 (stereo unspecified)	0	10	·	1.1	·	·	·	·	-0.76
CCn1nnc(NC(=O)c2ccc(C(C)(C)C)cc2)n1	4	5	·	1.3	·	·	·	·	0.84
CCn1c(SCC(=O)N2CCN(c3ccc(F)cc3)CC2)nc2ccccc2c1=O	15	5	-14	1.1	-34	-20	7	·	-0.84
CCOc1ccc(-n2c(SCC(=O)Nc3ccc4c(c3)OCCO4)nc3c(c2=O)SCC3)cc1	·	·	2	·	-2	12	14	-8	-0.017
CC1=C(C(=O)NCc2ccccc2)C(c2ccc(C)o2)n2ncnc2N1 (stereo unspecified)	6	2	23	1	6	-41	9	-28	-0.71

3 compounds already listed, ordered by length of the SMILES, rising:
SMILES	Smad3 FoxH1 inh	Candida biofilm	cytoskel mod	MT1-MMP txn act	VCAM1 TNFa inh	IL1B cytotox	LYP inh 2	TNFa cytotox	DAT uptake mod
Cc1ccc(C(=O)NC(=S)Nc2ccccc2C(F)(F)F)cc1	·	·	4	·	-26	8	11	·	-0.14
Cc1ccc(NS(=O)(=O)c2cccc(C(=O)N3CCOCC3)c2)cc1	-4	7	-15	1	-10	-10	-4	-26	-0.6
COc1ccc(/C(O)=C2/C(=O)C(=O)N(c3nc(C)c(C)s3)C2c2ccco2)cc1 (stereo unspecified)	5	7	6	1.2	6	-49	-6	-1	1.1

Continuation.
SMILES	Smad3 FoxH1 inh	Candida biofilm	cytoskel mod	MT1-MMP txn act	VCAM1 TNFa inh	IL1B cytotox	LYP inh 2	TNFa cytotox	DAT uptake mod
Cc1cccc(C)c1NC(=O)CSc1nnc(-c2ccncc2)n1Cc1ccco1	1	7	-31	1.3	-5	2	-9	4	-0.0016
CCOC(=O)c1cc(C#N)c(Oc2ccccc2OC)nc1-c1ccccc1	·	·	11	·	-14	24	10	5	-0.35
CCCCn1c(CCNC(=O)c2cccs2)nc2ccccc21	2	8	-11	1	8	20	-5	-23	0.69
O=C1NCCc2c1[nH]c1ccccc21	-5	3	10	1.1	2	-12	5	-15	-0.57
Cc1cc(C)nc(NC2=NCC(=O)N2c2cc(Cl)cc(Cl)c2)n1	21	10	3	1	6	12	5	-13	0.061
Cc1ccc(S(=O)(=O)/N=C2\C(=O)c3ccccc3C([O-])=C2n2cc[n+](CCC(C)C)c2)cc1	4	2	8	1	7	-25	-8	11	-0.015
Cc1nc(S(=O)(=O)c2cccc(Cl)c2)nc2c1CCC2	·	·	-32	·	8	4	12	-5	·
Cc1nn(Cc2ccc(C(=O)NC3CCCCC3)o2)c(C)c1Br	-1	5	3	1.1	5	23	10	7	0.98
c1ccc(-n2c(SCC3CCCCO3)nnc2-c2cnccn2)cc1 (stereo unspecified)	9	5	-38	1.2	11	-17	1	-17	-0.4
Cc1nn(-c2ccccc2)c2c1C1(C(=O)Nc3ccccc31)N1C(=N2)Sc2ccccc21 (stereo unspecified)	12	5	31	1.2	2	6	11	-15	0.92
CCOC(=O)C(=CNc1cc(C)ccc1C)C(=O)OCC	·	·	15	·	3	-24	14	4	·
O=C(CCNC(=O)Cn1ccc2ccccc2c1=O)NCCN1CCN(c2cccc(Cl)c2)CC1	-13	0	5	1.1	14	-25	1	-46	0.22
Cc1nn(C)cc1NC(=O)CCSc1nc(-c2ccco2)cc(C(F)(F)F)n1	9	3	19	1	-19	-8	-1	-18	0.22
Cc1cc(C)n(-c2nnc(C)n2N)n1	-6	4	5	1	5	-13	-3	-19	-0.0062
Cc1ccccc1OC/C(O)=C(\C#N)c1nc2ccccc2[nH]1	·	·	14	·	21	-14	-3	-24	0.22
O=C1N/C(=N/c2ccccn2)SC1Cc1ccccc1 (stereo unspecified)	6	2	·	1.1	·	·	·	·	0.0057
CCOc1ccccc1NC(=O)c1ccccc1N(C)S(C)(=O)=O	1	4	26	1.1	9	-10	0	-17	-0.33
Cc1ccc(C(=O)N2CCN(C(=O)CN3CCCC3)C2)cc1	-4	0	16	1	9	-13	2	-20	0.48
CCCc1cc(C(=O)NCc2ccccc2)no1	-3	5	·	1.3	·	·	·	·	-0.74
COc1cc(CNCCN2CCOCC2)ccc1OCc1cccc(Cl)c1	·	·	8	·	-21	-17	-3	7	0.57
O=C(c1ccc2c(=O)n(Cc3ccco3)c(=S)[nH]c2c1)N1CCN(c2ccccc2)CC1	0	6	1	1.1	7	-16	-3	-11	-0.77
COC(=O)c1cccc(NC(=O)CN(c2ccc3c(c2)OCO3)S(C)(=O)=O)c1C	8	8	0	1	18	-31	4	-16	0.074
Cc1ccc2nc(SCc3ccc([N+](=O)[O-])cc3)[nH]c2c1	·	·	-10	·	-10	19	-16	12	1
CCN(CC)CCn1c(NCc2cccc(OC)c2OC)nc2ccccc21	0	7	1	·	8	9	5	-4	0.61
COc1ccc2c(c1)-c1c(sn(-c3ccc(OC)c(OC)c3)c1=S)C(C)(C)N2	·	·	-19	·	9	-6	20	3	-0.43
Cc1cc2c(c(=O)n1CC1CCCO1)C(c1ccc3c(c1)OCO3)C(C#N)=C(N)O2 (stereo unspecified)	9	7	·	1	·	-7	-5	·	-0.092
CC1=CC(=O)C=CC1(C)C(Cl)(Cl)Cl (stereo unspecified)	-11	4	-19	1.1	0	6	-7	-3	0.1
CCOC(=O)C1=C(C)NC(=O)C(C#N)C1c1ccco1 (stereo unspecified)	12	6	-18	1	2	-26	-2	9	0.23

Screens as filed in PubChem BioAssay.
